Assay outcomes deposited in PubChem BioAssay by several laboratories.
Rad51 HR inh: Rad51 (human) homologous recombination inhibition | hRad51 DNA strand exchange, fluorescence dequenching | Q06609 | inhibition, % at 10 µM | AID 1385 | hit rate 0.085% among 200,000;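 active = inhibition above 40% at the single screening dose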;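 note: 0% = DMSO control wells and 100% = blanks with heterologous ssDNA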
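material = hRad51 filaments on single-stranded DNA | reagent = Donor/quencher-labelled 47-bp dsDNA substrate | compound = 10 µM final, single point | schedule = strand-exchange reaction 15 min at room temperature | measured by = fluorescein emission 520 nm, excitation 485 nm | read-out basis = % inhibition versus plate control and blank means | benchmarks = plate controls and plate blanks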
Mdm2 ligase inh: blocks human Mdm2 ubiquitin ligase activity; signal enhancement, % at 5 µM; cell-based MDM2 ubiquitination luciferase reporter, 2 h; 0 = plate control, 100 = twice control, blank-subtracted; hit rate 0.11% among 210,000; Q00987;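 active = signal enhancement of 30% or more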;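 note: luminescence tracks abundance of the self-degrading MDM2-luciferase fusion protein; higher signal means inhibition of MDM2 E3 ligase activity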
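system = mammalian cells stably expressing self-ubiquitinating, self-degrading MDM2 E3–luciferase fusion | quantity = 2000 cells per well seeded | incubation = 4 h cell settling then 2 h compound exposure, 37 °C | signal = SteadyLite luminescence, 15 min reagent step | benchmarks = plate control and blank wells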
eIF4E-4G inh: eIF4E/eIF4G interaction inhibition in translation initiation | inhibition, % at 21.7 µM | P63073+Q04637 | hit rate 0.37% among 220,000 | TR-FRET eIF4E-eIF4GI(517-606) binding, 2 h;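 active = inhibition above about 30%, limit read from the data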;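 note: 0% = full FRET control wells and 100% = background wells lacking eIF4GI fragment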
TNF death inh: TNF-alpha cell death inhibition in Jurkat FADD-/- cells; Jurkat FADD-/- TNF necroptosis rescue, ATP luminescence, 24 h; 0 = TNF only, 100 = no-TNF cells; activation (protection from cell death), % at 10 µM; hit rate 0.068% among 220,000;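 active = activation, meaning protection from cell death, of at least 50% relative to plate controls; inactive = activation below 50%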;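 note: necroptosis triggered by 40 ng/mL TNF-alpha added together with compound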
L929 necroptosis: blocks zVAD induced death of L929 cells; L929 zVAD necroptosis rescue, ATP luminescence, 24 h; with zVAD 60 µM; viability rescue, % at 10 µM; hit rate 0.38% among 220,000;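 active = activation, scaled between plate controls, above about 75%, limit read from the data; inactive = activation under that limit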;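 note: 0% = zVAD with DMSO and 100% = DMSO alone without zVAD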
Cl transport mod: modulates chloride dependent transport by human KCC2. Q9H2X9. KCC2 cells, thallium flux FluoZin-2 fluorescence. B-score of Tl+ flux slope (higher = more flux/activation; lower = inhibition) at 10 µM. hit rate 2.2% among 190,000;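 active = thallium flux slope and its plate-corrected score both differing from the plate sample mean at a set confidence after two filtering rounds, in either direction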;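 note: slope of fluorescence scaled to starting intensity during 10 to 20 s after thallium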
Calpain2 inh: inhibitors of pig calpain II | inhibition, % at 16 µM | purified calpain II, fluorogenic peptide substrate, 30 min | AID 1236 | hit rate 0.37% among 220,000;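 active = inhibition above about 50%, limit read from the data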
EBV gp42 inh: blocks Epstein-Barr virus glycoprotein 42 binding; Q1HVG2; Fluorescence polarization binding assay, mP read-out; inhibition, % (tested at 21.74 µM); hit rate 0.42% among 220,000; AID 1085; in the data active = inhibition above about 50%
PERK inhibitor: blocks human PERK kinase | CHO PERK-DD fusion, SEAP luminescence translation reporter | inhibition, % at 5.6 µM | hit rate 0.17% among 220,000;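 active = inhibition above the mean inhibition of all tested compounds plus 3 SD, set separately per screening campaign, cut at about 2.9% in these data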;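 note: PERK kinase domain activated by AP20187 dimerizer at 100 nM; 0% = DMSO with dimerizer and 100% = rapamycin at 8.4 µM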
Active calls of the source: *; [ ] = remark or other dose.

For CC(=O)OCCn1c(=O)c2cc3c(=O)n(CCOC(C)=O)c(=O)c3cc2c1=O the results were Rad51 HR inh -2.1, Mdm2 ligase inh -17.2, eIF4E-4G inh -3.5, TNF death inh 0.3, L929 necroptosis 0.5, Cl transport mod 0.907, Calpain2 inh -12.4, EBV gp42 inh -27.3 and PERK inhibitor 0.7.
CCOC(=O)C1=C(CC)Nc2ccccc2N=C1NC(=O)Cn1cnc2ccccc2c1=O was read as Rad51 HR inh -1.8, Mdm2 ligase inh 3.6, eIF4E-4G inh 3.7, TNF death inh -0.5, L929 necroptosis -0.1, Cl transport mod 0.531, Calpain2 inh -3.5, EBV gp42 inh -15.0 and PERK inhibitor 0.1.
`O=C(NC(Cc1c[nH]c2ccccc12)c1nnc2n1CCCCC2)c1ccc(Cl)cc1` (configuration not stated) gave Rad51 HR inh -3.8, Mdm2 ligase inh -11.6, eIF4E-4G inh 4.8, TNF death inh -0.5, L929 necroptosis 0.3, Cl transport mod -1.17, Calpain2 inh 15.3, EBV gp42 inh -12.0 and PERK inhibitor -1.1.
Screening CCOc1ccc(/C(O)=C2/C(=O)C(=O)N(CCN(C)C)C2c2ccccc2)cc1Cl (configuration not stated) returned Rad51 HR inh -5.0, Mdm2 ligase inh -8.9, eIF4E-4G inh -2.7[fluorescence artefact?], TNF death inh 0.9, L929 necroptosis 0.2, Cl transport mod -0.00543, Calpain2 inh 6.9, EBV gp42 inh -6.8 and PERK inhibitor 0.8.
Cc1ccc(S(=O)(=O)Cn2nnnc2C(C(C)C)N2CCc3ccccc3C2)cc1 (configuration not stated) was read as Mdm2 ligase inh -8.9, eIF4E-4G inh 1.1, TNF death inh -5.9, L929 necroptosis -0.1, Cl transport mod 0.0887, Calpain2 inh 11.9, EBV gp42 inh -20.7 and PERK inhibitor -0.5.
COc1cc(/C=N/Nc2cc(C)nc(NS(=O)(=O)c3ccc(C)cc3)n2)ccc1O was read as Rad51 HR inh -4.9, Mdm2 ligase inh -9.1, eIF4E-4G inh -0.7[fluorescence artefact?], TNF death inh -1.8, L929 necroptosis 4.2, Cl transport mod -0.175, Calpain2 inh -25.1, EBV gp42 inh -14.1 and PERK inhibitor 0.5.
For Cc1nn(C)c(C)c1S(=O)(=O)N1CCC(C(=O)NC2CCCCCC2)CC1 the results were Rad51 HR inh -0.4, Mdm2 ligase inh -18.5, eIF4E-4G inh -0.7[fluorescence artefact?], TNF death inh 0.6, L929 necroptosis 1.4, Cl transport mod -0.326, Calpain2 inh -19.5, EBV gp42 inh 3.6 and PERK inhibitor 0.5.
For Cc1cccc(OCC(=O)Nc2ccc(C(=O)NCC(C)C)cc2)c1 the results were Rad51 HR inh 5.9, Mdm2 ligase inh -6.8, eIF4E-4G inh 1.8, TNF death inh 0.6, L929 necroptosis 5.3, Cl transport mod -0.32, Calpain2 inh 17.8, EBV gp42 inh -12.5 and PERK inhibitor 0.8.
CCOc1cc(S(=O)(=O)NCc2ccccc2)ccc1Br was read as Rad51 HR inh 27.8, Mdm2 ligase inh -5.4, eIF4E-4G inh 4.5, TNF death inh 1.0, L929 necroptosis 0.9, Cl transport mod 0.0186, Calpain2 inh -8.8, EBV gp42 inh -6.9 and PERK inhibitor 1.7.
Cc1nn(Cc2ccccc2)c(N)c1-c1ccccc1 was read as Rad51 HR inh 2.1, Mdm2 ligase inh -7.5, eIF4E-4G inh 6.5, TNF death inh -0.7, L929 necroptosis 0.9, Cl transport mod -0.319, Calpain2 inh -7.5, EBV gp42 inh -22.9 and PERK inhibitor 0.0.
For CCOC(=O)c1c(NC(=O)CCc2ccc(CC)o2)sc(C)c1C the results were Rad51 HR inh 5.5, Mdm2 ligase inh -0.9, eIF4E-4G inh -1.8, TNF death inh -0.3, L929 necroptosis 0.6, Cl transport mod 0.416, Calpain2 inh 11.7, EBV gp42 inh -17.8 and PERK inhibitor 1.5.
Screening O=C(CCNS(=O)(=O)c1cccc2nsnc12)NCc1ccco1 returned Rad51 HR inh 8.5, Mdm2 ligase inh -1.7, eIF4E-4G inh -1.4, TNF death inh 0.5, L929 necroptosis 0.4, Cl transport mod 0.974, Calpain2 inh -12.4, EBV gp42 inh -5.5 and PERK inhibitor -0.2.
CC1CC(C)CN(c2ccc(C(=O)NCc3ccc4c(c3)OCO4)cc2[N+](=O)[O-])C1 (configuration not stated) was read as Rad51 HR inh -3.5, Mdm2 ligase inh -9.7, eIF4E-4G inh 5.2, TNF death inh 2.2, L929 necroptosis 1.6, Calpain2 inh 4.2, EBV gp42 inh -1.3 and PERK inhibitor -0.2.
O=C(CCC1CCCN(C(=O)c2cccs2)C1)N1CCN(c2ccccn2)CC1 (configuration not stated) was read as Rad51 HR inh -9.9, Mdm2 ligase inh -0.6, eIF4E-4G inh 0.5, TNF death inh 0.1, L929 necroptosis 0.8, Cl transport mod -1.23, Calpain2 inh 31.3, EBV gp42 inh 5.2 and PERK inhibitor -0.9.
c1coc(-c2nc3nc4ccccc4n3nc2-c2ccco2)c1 was read as Rad51 HR inh -5.9, Mdm2 ligase inh -10.8, eIF4E-4G inh -5.3, TNF death inh -2.6, L929 necroptosis 0.5, Calpain2 inh -13.3, EBV gp42 inh -8.1 and PERK inhibitor 0.2.
`COc1ccc(S(=O)(=O)N2c3cc(Cl)ccc3Oc3nc4ccccc4nc32)cc1` gave Rad51 HR inh 3.1, Mdm2 ligase inh 2.9, eIF4E-4G inh 0.0, TNF death inh -11.5, L929 necroptosis -0.9, Cl transport mod 0.387, Calpain2 inh 16.8, EBV gp42 inh 4.6 and PERK inhibitor 0.4.
For COc1ccc(CNC(=O)Cn2nc(C(F)(F)F)c3c2CCC3)cc1 the results were Rad51 HR inh 1.0, Mdm2 ligase inh 5.9, eIF4E-4G inh -2.8, TNF death inh -0.9, L929 necroptosis 0.0, Cl transport mod -0.825, Calpain2 inh 2.1, EBV gp42 inh -4.8 and PERK inhibitor -0.2.
CN1/C(=C\C(=O)c2oc3ccccc3c2N)C(C)(C)c2ccccc21 was read as Rad51 HR inh -4.9, Mdm2 ligase inh -19.1, eIF4E-4G inh -0.2, TNF death inh -4.7, L929 necroptosis 0.3, Cl transport mod 0.0595, Calpain2 inh -12.3, EBV gp42 inh -8.8 and PERK inhibitor -1.0.
O=C(NC1CCCCC1)c1cc(-c2ccccn2)nc2ccccc12 was read as Rad51 HR inh -8.3, Mdm2 ligase inh -9.1, eIF4E-4G inh 1.7, TNF death inh -1.7, L929 necroptosis -0.4, Cl transport mod -0.556, Calpain2 inh 33.9, EBV gp42 inh -0.4 and PERK inhibitor -0.3.
Cc1ccc(S(=O)(=O)N(C)/N=C/C=C/c2ccccc2)cc1 was read as Rad51 HR inh -2.6, Mdm2 ligase inh -21.3, eIF4E-4G inh 0.9, TNF death inh -0.4, L929 necroptosis 0.4, Cl transport mod -1.27, Calpain2 inh 0.5, EBV gp42 inh -5.5 and PERK inhibitor 0.9.
`CC1=CCC2C(=O)N(c3ccc(OC(=O)c4ccco4)cc3)C(=O)C2C1` (configuration not stated) gave Rad51 HR inh 5.5, Mdm2 ligase inh 1.5, eIF4E-4G inh -1.1, TNF death inh 1.1, L929 necroptosis -0.2, Cl transport mod 0.416, Calpain2 inh -19.0, EBV gp42 inh -0.3 and PERK inhibitor -0.1.
For COc1ccc(C2c3c(noc3C)CC(C)(O)C2C(C)=O)cc1 (configuration not stated) the results were Mdm2 ligase inh 1.3, eIF4E-4G inh -0.5, TNF death inh 0.6, L929 necroptosis -0.2, Cl transport mod 0.682, Calpain2 inh 4.2, EBV gp42 inh -11.7 and PERK inhibitor 0.0.
CCN=C1SC(CC(=O)Nc2sc(C)c(C)c2C(=O)OC)C(=O)N1CC (configuration not stated) was read as Rad51 HR inh -2.7, Mdm2 ligase inh 0.1, eIF4E-4G inh 6.1, TNF death inh -1.2, L929 necroptosis 0.3, Cl transport mod -0.351, Calpain2 inh 10.9, EBV gp42 inh 5.8 and PERK inhibitor -0.2.
COc1cc(C(=O)NCC(c2cccnc2)N2CCN(c3ccc(F)cc3)CC2)cc(OC)c1OC (configuration not stated) was read as Rad51 HR inh 1.9, Mdm2 ligase inh 2.5, eIF4E-4G inh 3.5, TNF death inh 1.7, L929 necroptosis 0.3, Cl transport mod 0.617, Calpain2 inh -14.4, EBV gp42 inh -10.7 and PERK inhibitor 0.7.
For COc1ccc(-c2c(C(F)(F)F)nn(C)c2NC(C)=O)cc1 the results were Mdm2 ligase inh -5.9, eIF4E-4G inh -1.1, TNF death inh 4.6, L929 necroptosis 0.6, Cl transport mod 0.454, Calpain2 inh -14.5, EBV gp42 inh -8.5 and PERK inhibitor 1.4.
`CCOc1ccc(-c2nnc(N(CC)C(=O)C3CCC3)s2)cc1` gave Rad51 HR inh 4.8, Mdm2 ligase inh 8.2, eIF4E-4G inh -8.2[fluorescence artefact?], TNF death inh 1.3, L929 necroptosis 0.3, Cl transport mod 0.669, Calpain2 inh -36.9, EBV gp42 inh -2.1 and PERK inhibitor -1.1.
`CC(C)CC(=O)NC(=S)Nc1ccccc1N1CCCC1` gave Rad51 HR inh -5.7, Mdm2 ligase inh -19.0, eIF4E-4G inh -0.4, TNF death inh -2.3, L929 necroptosis 0.4, Cl transport mod 1.28, Calpain2 inh 27.1, EBV gp42 inh -5.2 and PERK inhibitor -0.7.
O=[N+]([O-])c1cc(C(F)(F)F)ccc1NCCOc1ccccc1 was read as Rad51 HR inh -1.0, Mdm2 ligase inh 1.3, eIF4E-4G inh -3.9, TNF death inh 3.0, L929 necroptosis 2.2, Cl transport mod 0.136, Calpain2 inh -3.9, EBV gp42 inh 2.1 and PERK inhibitor 1.2.
COc1ccc(N2C(=O)C3C4C=CC(c5ccccc5)(C3C2=O)C2C(=O)N(c3ccc(OC)cc3)C(=O)C42)cc1 (configuration not stated) was read as Rad51 HR inh 24.0, Mdm2 ligase inh -8.4, eIF4E-4G inh 0.2, TNF death inh -1.4, L929 necroptosis 0.1, Cl transport mod -0.0677, Calpain2 inh -80.2, EBV gp42 inh 1.4 and PERK inhibitor -0.3.
CCC(C)Nc1nc(CN2CCOCC2)nc2sc3c(c12)CCC3 (configuration not stated) was read as Rad51 HR inh 3.9, Mdm2 ligase inh -11.2, eIF4E-4G inh -7.3[fluorescence artefact?], TNF death inh -5.4, L929 necroptosis -0.2, Cl transport mod -0.655, Calpain2 inh 3.5, EBV gp42 inh 8.1 and PERK inhibitor -0.1.
CC(=O)NC(CCS(C)(=O)=O)C(=O)Nc1cccc(C)c1 (configuration not stated) was read as Rad51 HR inh -1.6, Mdm2 ligase inh -5.2, eIF4E-4G inh 3.5[fluorescence artefact?], TNF death inh 0.9, L929 necroptosis 0.2, Cl transport mod -1.01, Calpain2 inh -14.3, EBV gp42 inh -13.1 and PERK inhibitor 0.6.
`O=C(CNC(=S)NC(=O)c1ccccc1Br)c1ccccc1` gave Mdm2 ligase inh -6.1, eIF4E-4G inh 2.8, TNF death inh -0.5, L929 necroptosis 0.0, Cl transport mod 0.375, Calpain2 inh 21.1, EBV gp42 inh -4.6 and PERK inhibitor -0.5.
